High-throughput results from PubChem.
GLS inh – inhibitors of human glutaminase (GLS) | O94925 | actives 0.21% (n = 410,000) | AID 624170 | Potency, µM (highest dose often 45.5 µM), without a hit: at the top dose activity change, negative = inhibition, most hits filed as inhibitors | GLS enzymatic activity, qHTS titration; further: potency means the concentration at half of the fitted maximal effect; on the % scale 0 is the no-effect control and ±100 the full control effect
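hKGA in 45 mM KH2PO4 (pH 8.2), 0.02% Tween-20 with compound, then 1mM L-Glutamine (stock as added) plus glutamate oxidase/HRP/Amplex red coupling mix. Fluorescence read initially and after 30 min at RT; signal change reflects glutamate formation.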
BAZ2B block – inhibitors of human BAZ2B bromodomain; AID 504333; actives 4.4% (n = 360,000); Potency, µM (doses to about 114 µM), inactives show at the top dose activity change, negative = inhibition, actives largely listed as inhibitors; AlphaScreen BAZ2B-H3K14Ac peptide displacement; further: potency means the concentration at half of the fitted maximal effect; on the % scale 0 is the no-effect control and ±100 the full control effect; nearly all actives have a fitted effect of over 60% in size
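AlphaScreen displacement of biotin-H3(5-23)K14Ac peptide (50 nM final) from BAZ2B (50 nM final) in PBS pH 7.4, 0.01% Tween-20; complex preformed 30 min RT, then compounds (top 110 uM) 30 min RT, beads 20 min dark.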
JMJD2A Tudor inh – inhibitors of human JMJD2A Tudor domain; AID 504339; O75164; Potency, µM (doses to about 114 µM), for inactives: at the top dose activity change, negative = inhibition, most hits filed as inhibitors; AlphaScreen JMJD2A-Tudor / H3K4me3 peptide binding; actives 4.4% (n = 390,000); further: potency means the concentration at half of the fitted maximal effect; on the % scale 0 is the no-effect control and ±100 the full control effect; nearly all actives have a fitted effect of over 50% in size
ERG-DNA inh – ERG Ets/DNA interaction inhibition | P11308 | fluorescence polarization, His-ERG Ets domain / labelled DNA | Potency, µM (highest dose often 76.9 µM), inactives show at the highest dose FP activity, negative = inhibition, usual class: inhibitors | actives 0.028% (n = 370,000) | AID 624246; active means well fitted inhibition curve with a large enough effect in the polarisation, with a control signal flat; inconclusive means small, poorly fitted or top-dose-only effect, or effect the other way, or a change in a side signal; inactive means no such curve, though single readings can be large or run the other way; the % refers to the polarisation;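 further: polarization taken with two DNA probes labelled with fluorescein and Texas red; potency means the concentration at half of the fitted maximal effect; % of control where 0% means no effect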
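His-tagged ERG Ets domain (1 uM in the protein solution; 300mM KCl, 50mM Tris-HCl, 1mM EDTA, 1mM DTT, pH 7.5) received compound, then a probe mix of 5 nM fluorescein-DNA and 100nM Texas-615-DNA. Fluorescence polarization was read for both dyes.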
PGK inhibitor – T. brucei PGK inhibition. Potency, µM (highest dose often 57.5 µM), for inactives: top-dose activity change, negative = inhibition, usual class: inhibitors. actives 0.043% (n = 380,000). PGK/GAPDH coupled, Kinase-Glo luminescence, 60 min. P07378; further: potency means the concentration at half of the fitted maximal effect; on the % scale 0 is the no-effect control and ±100 the full control effect; nearly all actives have a fitted effect of over 60% in size
Target sequence (P07378 whole entry, looked up): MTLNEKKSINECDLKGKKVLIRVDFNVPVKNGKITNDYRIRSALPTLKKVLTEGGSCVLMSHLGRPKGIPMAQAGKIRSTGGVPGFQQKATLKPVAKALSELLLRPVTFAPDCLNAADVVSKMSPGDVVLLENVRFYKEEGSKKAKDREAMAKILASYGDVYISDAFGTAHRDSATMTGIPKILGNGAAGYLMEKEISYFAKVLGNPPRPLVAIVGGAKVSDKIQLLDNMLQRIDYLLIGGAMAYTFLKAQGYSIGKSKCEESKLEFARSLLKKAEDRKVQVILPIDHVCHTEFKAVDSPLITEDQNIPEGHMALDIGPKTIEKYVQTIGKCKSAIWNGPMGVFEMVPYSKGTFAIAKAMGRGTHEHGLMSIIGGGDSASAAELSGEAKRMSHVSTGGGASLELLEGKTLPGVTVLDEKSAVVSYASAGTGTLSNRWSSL
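Recombinant glycosomal PGK reaction used 1,3-bisphosphoglycerate generated in-well by GAPDH (100nM final) in 100mM TEA pH 7.6, 5mM MgCl2, 0.01% Tween-20. After 60 minutes at room temperature, ATP was read by Kinase-Glo Plus luminescence end-point.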
Pin1 inh – blocks the human prolyl isomerase Pin1. Q13526. Pin1 FP peptide displacement, HiFluor488, 10 min. Potency, µM (titrated, usually from 115 µM), for inactives: at the highest dose activity, negative = inhibition, usual class: inhibitors. actives 0.009% (n = 390,000). AID 504891; active means well fitted inhibition curve with a large enough effect in the polarisation, with a control signal flat, not every such curve was filed as active; inconclusive means small, poorly fitted or top-dose-only effect, or effect the other way, or a change in a side signal; inactive means no such curve, though single readings can be large or run the other way; the % refers to the polarisation; further: potency means the concentration at half of the fitted maximal effect; on the % scale 0 is the no-effect control and ±100 the full control effect
Target sequence (Q13526 whole entry, looked up): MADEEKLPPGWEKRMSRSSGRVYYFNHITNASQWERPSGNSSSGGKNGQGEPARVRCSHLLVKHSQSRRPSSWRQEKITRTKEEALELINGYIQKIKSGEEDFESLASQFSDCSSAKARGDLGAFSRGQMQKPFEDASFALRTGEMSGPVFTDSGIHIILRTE
PI4K2A block – inhibitors of human PI4K2A. activity change, negative = inhibition, % at 76.9 µM. AID 1346378. purified PI4K2A, ADP-Glo luminescence, 1 h; stronger effect = lower value. actives 0.13% (n = 420,000). Q9BTU6; in the data active means activity change below about -50%; inconclusive means mostly about -30% to -49%;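 further: -100% = wells without enzyme as full effect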
Target sequence (Q9BTU6 whole entry, looked up): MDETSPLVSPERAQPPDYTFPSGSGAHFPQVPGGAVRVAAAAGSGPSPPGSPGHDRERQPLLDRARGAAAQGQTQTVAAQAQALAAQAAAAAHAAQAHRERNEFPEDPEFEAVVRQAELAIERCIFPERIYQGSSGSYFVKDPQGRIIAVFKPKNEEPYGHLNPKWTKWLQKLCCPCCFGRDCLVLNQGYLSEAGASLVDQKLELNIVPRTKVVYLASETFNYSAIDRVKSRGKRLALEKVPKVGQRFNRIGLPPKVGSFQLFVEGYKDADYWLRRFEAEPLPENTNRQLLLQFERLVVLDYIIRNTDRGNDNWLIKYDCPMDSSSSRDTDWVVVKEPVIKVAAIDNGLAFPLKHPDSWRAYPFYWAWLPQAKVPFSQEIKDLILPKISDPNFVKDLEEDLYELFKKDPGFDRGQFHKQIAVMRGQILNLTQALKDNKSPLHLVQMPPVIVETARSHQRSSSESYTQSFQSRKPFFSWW
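PI4K2A activity was measured by ADP-Glo luminescence: enzyme (4 ug/mL stock) and phosphatidylinositol (1.2 mM stock) in Tris pH 7.5/MgCl2/EGTA/Triton X-100 buffer were reacted with ATP (300 microM stock) for one hour at ambient temperature.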
HP1b binding inh – blocks HP1-beta chromodomain binding to methylated histone tails; P83916; AlphaScreen HP1-beta / biotin-H3K9me3 peptide binding; Potency, µM (titrated, usually from 114 µM), without a hit: top-dose activity change, negative = inhibition, usual class: inhibitors; actives 0.56% (n = 390,000); further: potency means the concentration at half of the fitted maximal effect; nearly all actives have a fitted effect of over 70% in size; inactives centre near 23
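HP1-beta protein (50 nM final) preincubated 30 min at room temperature with biotinylated H3(1-18)K9me3 peptide (50 nM) in PBS pH 7.4, 0.01% Tween-20, then compound added for 30 min. AlphaScreen streptavidin donor/nickel chelate acceptor beads (10 ug/mL final), 30 min dark, luminescence read.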
G9a block – blocks human histone lysine methyltransferase G9a; G9a H3K9 monomethylation, AlphaScreen, 2 h; Potency, µM (highest dose often 102 µM), for the others: top-dose activity, negative = inhibition, actives largely listed as inhibitors; actives 8.8% (n = 350,000); AID 504332; further: potency means the concentration at half of the fitted maximal effect; on the % scale 0 is the no-effect control and ±100 the full control effect; nearly all actives have a fitted effect of over 75% in size
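Methyltransferase reactions run at room temperature for 2 h (20 nM enzyme, 500 nM biotin-H3K9 peptide, 20 uM SAM) after a 15 min compound preincubation; product detected by AlphaScreen beads and anti-H3K9me1 antibody.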
* hit, by the source's call; i = inactive; ? = inconclusive; · = no result given; & = joins results of further samples; [ ] = another dose, or the depositor's remark. Unless noted, the call rests on the fitted dose curve; in most records, active means well fitted curve in the direction sought with a large enough effect; inconclusive means small, poorly fitted or top-dose-only effect, or another doubt; inactive means no such curve, though single readings can be large; an effect the other way counts as inactive or inconclusive.

No. | Structure | HP1b binding inh | BAZ2B block | Pin1 inh | ERG-DNA inh | G9a block | PGK inhibitor | GLS inh | JMJD2A Tudor inh | PI4K2A block
1 | CCOC(=O)c1sc2ncn(CC(=O)NCC3CCCO3)c(=O)c2c1C (stereo unspecified) | 32%[activator] | -1% | 0% | 4% | 0%[59 µM] | -7% | -13% | -17% | -5
2 | COc1ccc(C2CC(c3ccccc3C(F)(F)F)=NN2c2ccc(S(N)(=O)=O)cc2)cc1 (stereo unspecified) | 163%[activator] | · | ? | -1% | · | i | 2% | 37%[activator] | 4
3 | Cc1nc2cc(C(F)(F)F)ccc2n1CCNc1nc(-c2cc(Cl)c(N)c(Cl)c2)cs1 | 22% | ? | 6% | 4% | 40µM* | i | 2% | ? | -2
4 | Cc1ccc2cc(C#N)c(SCc3nnc(-c4ccccc4[N+](=O)[O-])o3)nc2c1 | 22% | -8% | 0% | 0% | 15% | 7% | 15% | -13% | 1
5 | Cc1cc(Cl)ccc1NC(=O)Cc1ccc(NC(=O)N2CCCCc3ccccc32)cc1 | 0% | -9% | 10% | -1% | 8%[59 µM] | -1% | 0% | -24% | 7
6 | Cc1sc2ncn(CC(=O)N3CCN(c4ccc(F)cc4)CC3)c(=O)c2c1S(=O)(=O)N1CCC(C)CC1 | 1% | -19% | 15% | -18% | -24%[59 µM] | i | 26% | -26% | 0
7 | Cc1ccc(NC(=O)/C=C/c2ccccc2Cl)cc1Cl | 27% | 1% | 11% | -3% | -1%[59 µM] | · | 1% | -2% | -1
8 | NC(=O)CNC(=O)[C@@H]1CC2(CC(c3ccc(Cl)cc3)=NO2)CN1C(=O)c1ccc(Br)cc1 (stereo partly specified) | 9% | 4%[57.1 µM] | -6% | 7% | -34%[59 µM] | -4% | 4% | -29% | -3
9 | CCOC(=O)C1CCN(C(=O)Cn2c(=O)c3cccn3c3cccnc32)CC1 | 43%[activator] | -13%[57.1 µM] | 21% | -6% | -3% | -3% | -4% | 15% | -2
10 | COc1ccc(C(OC(=O)c2c(C)noc2C)C(=O)NC2CCCC2)cc1 (stereo unspecified) | 19% | -5% | -10% | -5% | -23%[12.7 µM] | i | 1% | -9% | -3
11 | Cc1ccc(Cl)cc1NS(=O)(=O)c1ccc(N2CCCCS2(=O)=O)cc1 | 6% | -1% | -4% | 8% | 25%[59 µM] | 3% | -14% | -13% | -2
12 | CCCCn1c(N)c(N(CC(C)C)C(=O)CCCn2c(=O)oc3ccccc32)c(=O)[nH]c1=O | 5% | -3% | -1% | -5% | ? | 5% | 3% | -13% | -5
13 | CCCn1c(-c2cc(OC)c(OC)c(OC)c2)nc2nc3ccccc3nc21 | 20% | 8%[57.1 µM] | -4% | -2% | -1% | 1% | · | 8% | 5
14 | CCOc1ccc(C(=O)NCc2ccccn2)cc1 | 28% | 9% | -7% | 5% | 35%[activator][59 µM] | i | 4% | -21% | 4
15 | Cc1ccc(S(=O)(=O)N/N=C\c2cccnc2)cc1 | 22% | -22%[57.1 µM] | -1% | · | 18%[0.501 µM] | -3% | 31%[activator] | -10% | -1
16 | COCCNC(=O)C(OC(=O)c1ccco1)c1ccc(OC)cc1 (stereo unspecified) | 27% | · | 0% | 2% | · | 1% | -2% | -3% | -2
17 | COc1ccccc1CNC(=O)C1CCN(S(=O)(=O)c2c(C)noc2C)CC1 | 27% | 6% | -5% | -15% | -5%[2.33 µM] | -4% | 5% | -3% | 0
18 | CC(C)C(NC(=O)OCc1ccccc1)C(=O)NC(Cc1ccc(O)cc1)C(=O)O (stereo unspecified) | 11% | 0% | -2% | 12% | 13% | -8% | 2% | -11% | 6
19 | CC(=O)c1cccc(Nc2ncnc3c2cnn3C)c1 | 11% | 2% | -4% | 1% | 0%[59 µM] | 0% | -9% | -12% | -3
20 | C/C(=N\NS(=O)(=O)c1ccc(C)c([N+](=O)[O-])c1)c1ccc2c(c1)OCO2 | 26% | -27% | 6% | 1% | 45µM* | i | 5% | -20% | -2
21 | CN(C(=O)COC(=O)c1ccc(=O)n(Cc2ccccc2)n1)C1CCS(=O)(=O)C1 (stereo unspecified) | 24% | -3% | 3% | 13% | -6% | -1% | 0% | -11% | 0
22 | Cc1ccc(C)c(NC(=O)Cn2nc(C)c3nn(-c4ccc(Cl)cc4)c(C)c3c2=O)c1 | 19%[57 µM] | -1% | -1% | 1% | 3%[59 µM] | -7% | 1% | -14% | 2
23 | O=C(/C=C/c1ccccc1)N1CCN(S(=O)(=O)c2ccc(F)cc2)CC1 | 47%[activator] | 13% | 1% | 3% | -29% | 8% | 2% | -8% | 3
24 | CCN(CC)S(=O)(=O)c1cc(NC(=O)CN2C(=O)NC3(CCCc4ccccc43)C2=O)ccc1C (stereo unspecified) | 4% | -6% | 8% | -1% | 50µM* | 3% | -3% | -22% | 12
25 | CCOC(=O)N1CCN(C(=O)CN2C(=O)COc3ccc(S(=O)(=O)N4CCOCC4)cc32)CC1 | 47%[activator] | -7% | -10% | 8% | · | -4% | -13% | -5% | -3
26 | CCC(=O)Oc1ccc2oc(=O)cc(C)c2c1 | 42%[activator] | 6% | -6% | · | -10%[59 µM] | 7% | 10% | 6% | 5
27 | O=[N+]([O-])c1ccc(NN=Cc2cccc3ccccc23)cc1 | 11%[57 µM] | · | 26% | 19% | · | -13% | -4% | -6% | 2
28 | CC(C)C(O)(C#CCN1CCCCC1)C(C)C | 25% | 1% | -1% | -2% | ? | -19% | -11% | -5% | 1
29 | Cc1nc2ccccc2c(C(=O)O)c1-c1ccccn1 | -19%[57 µM] | · | -5% | -4% | · | i | 1% | -6% | -3
30 | O=C(NCCN1CCCCC1)c1ccc(=O)oc1 | 41% | -21% | 5% | 1% | -6%[59 µM] | -1% | -3% | ? | -1
31 | Cc1csc2nc(-c3cccc(NS(C)(=O)=O)c3)cn12 | 21%[57 µM] | ? | ? | -3% | -1%[59 µM] | 4% | 3% | -23% | 3
32 | O=C(Nc1nnc(CCN2CCCCC2)s1)c1ccccc1 | 28% | -27% | 4% | 1% | -5%[59 µM] | 8% | 7% | 1% | -2
33 | COc1ccc(C(=O)Nc2cccc(-c3cn4ccsc4n3)c2)cc1OC | 7%[57 µM] | -25% | -4% | -4% | -23%[59 µM] | i | 0% | -27% | 3
34 | CCCCn1nc2cc(C(=O)NC3CCCc4ccccc43)ccc2c1OCC (stereo unspecified) | 37% | -4% | -8% | 8% | -1%[12.7 µM] | 5% | -3% | -12% | 1
35 | Cc1ccc(NC(=S)NCC(O)c2ccccc2)c(C)c1 (stereo unspecified) | 29% | -35% | -4% | 3% | 12% | -1% | -10% | -12% | -1
36 | O=C(Nc1nnc(S(=O)(=O)Cc2ccc(F)cc2)s1)c1ccccc1F | 45%[activator] | -16% | ? | -3% | · | -4% | 26% | 1% | 7
37 | O=C(Nc1c(-c2ccccc2)nc2ccccn12)c1ccccc1 | 0% | 5% | -3% | -10% | · | -6% | 0% | -18% | 4
38 | Cc1ccc(O)c(-n2nc3ccccc3n2)c1 | 69%[activator] | -2% | 4% | -2% | 17%[12.7 µM] | -2% | -5%&0% | 15% | -19&-6
39 | CCN(CC)S(=O)(=O)c1ccc(N2CCOCC2)c(NC(=O)COc2ccc(C#N)cc2)c1 | 18% | -35% | 7% | 1% | 16% | 6% | -2% | -11% | 0
40 | O=C(/C=C/c1ccc([N+](=O)[O-])cc1)NCc1cccs1 | 6% | -23% | 2% | 5% | -47%[59 µM] | -7% | 7% | -18% | -5
41 | CCN(CC)S(=O)(=O)c1ccc(C)c(NC(=O)Cn2cnc3cc([N+](=O)[O-])ccc3c2=O)c1 | 8% | -27% | 0% | -5% | 3% | 2% | -9% | ? | 19
42 | O=C1NN(c2ccccc2)C(=O)/C1=C\c1cccc(OC(=O)c2cccs2)c1 | 3% | 56µM* | · | 5% | ? | -6% | -27% | ? | 3
43 | O=C(OCC(=O)N(C1CCCCC1)C1CCCCC1)c1ccncc1 | -1% | -10% | -6% | -11% | -3%[2.33 µM] | 1% | 6% | ? | 1
44 | O=C(Cc1ccc(Br)cc1)N1CCN(C(=O)c2ccco2)CC1 | 13% | 0% | 64%[activator] | -11% | 8% | 1% | 5% | -3% | 0
45 | COc1ccc(OC)c(CN(CCN2CCOCC2)C(=O)Nc2cccc(Cl)c2)c1 | ? | -35% | 3% | -5% | -5%[59 µM] | -4% | -3% | -14% | -6
46 | CCN(CC)C(=O)c1ccc(-c2nnc(OC)c3ccccc23)cc1 | 38%[activator] | -14% | 7% | -7% | -10% | -12% | 0% | -5% | -1
47 | CCOC(=O)C1CCCN(C(=O)Cn2cccc2C(=O)c2ccccc2)C1 (stereo unspecified) | 45%[activator] | 1% | -2% | 8% | 10%[2.33 µM] | -1% | 5% | 1% | -19
48 | COc1ccc(NC(=S)Nn2cnnc2)cc1OC | ? | -33% | 0% | 13% | 4µM* | -10% | 75%[activator] | 18µM* | 0
